Screening results deposited in PubChem by National Center for Advancing Translational Sciences (NCATS).
TCR activator: Activators of T cell receptors: qHTS campaign | primary human leukocytes, anti-CD3, IL-2 HTRF, 48 h | Potency, µM (doses to about 9.22 µM), without a hit: top-dose activation of IL-2 secretion, actives largely listed as activators | 330,000 tested, under 10 active | AID 504894, 2011; note: % of control where 0% means no effect
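Readout: HTRF IL-2, Eu-cryptate/d2 antibody pair, 320nm excitation, 665nm emission. Stimulus: a-CD3 beads, no co-stimulation. Cells: primary human leukocytes. Exposure: 48 hr with compound.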
Menin-MLL TR inh: qHTS Assay for Inhibitors Targeting the Menin-MLL Interaction in MLL Related Leukemias: Competition With Texas Red Labeled MLL-derived Mutant Peptide; O00255; Menin + Texas Red MLL mutant peptide, fluorescence polarization; Potency, µM (highest dose often 61.6 µM), without a hit: top-dose FP activity change, negative = inhibition, most hits filed as inhibitors; 0.23% of 270,000 active; active = well fitted inhibition curve with a large enough effect in the polarisation, with a control signal flat, not every such curve was filed as active; inconclusive = small, poorly fitted or top-dose-only effect, or effect the other way, or a change in a side signal; inactive = no such curve, though single readings can be large or run the other way; the % refers to the polarisation; note: potency is the fitted concentration of half-maximal effect; % of control where 0% means no effect; many of its hits are not listed in these tables
TSG101-PTAP inh: qHTS Assay for Iinhibitors of HIV-1 Budding by Blocking the Interaction of PTAP/TSG101; Tumor susceptibility gene 101 protein (Homo sapiens), Q99816; 340,000 tested, under 10 active; AID 493005, 2010; Potency, µM (top dose mostly 115 µM), inactives show at the highest dose activity change, negative = inhibition, hits mostly inhibitors; Fluorescence polarization, FITC-PTAP peptide / Tsg101 binding; active = well fitted inhibition curve with a large enough effect in the main read-out, with a control signal flat, not every such curve was filed as active; inconclusive = small, poorly fitted or top-dose-only effect, or effect the other way, or a change in a side signal; inactive = no such curve, though single readings can be large or run the other way; note: potency is the fitted concentration of half-maximal effect; % of control where 0% means no effect
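Compounds were pin-transferred onto Tsg101 binding domain (10 uM final) in HEPES pH 7.5 buffer, then FITC-PTAP peptide was added at 50 nM final. After 20 min at RT, polarization reported peptide displacement across a qHTS concentration series.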
MLL CXXC-DNA inh: qHTS Fluorescence Polarization Assay for Inhibitors of MLL CXXC domain - DNA interaction | AID 2662, 2010 | Potency, µM (top dose mostly 115 µM), inactives show top-dose activity change, negative = inhibition, hits mostly inhibitors | Histone-lysine N-methyltransferase 2A (Homo sapiens), Q03164 | MLL-CXXC / FITC-HOXA9 DNA fluorescence polarization | 0.037% of 290,000 active; active = well fitted inhibition curve with a large enough effect in the polarisation, with a control signal flat, not every such curve was filed as active; inconclusive = small, poorly fitted or top-dose-only effect, or effect the other way, or a change in a side signal; inactive = no such curve, though single readings can be large or run the other way; the % refers to the polarisation; note: potency is the fitted concentration of half-maximal effect
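Purified MLL-CXXC (added from a 7 uM solution) was preincubated 5 min at ambient with pinned compounds in 50 mM Tris-HCl pH 7.5, 50 mM NaCl, 1 mM DTT, 0.05% BSA. Fluorescein-labeled HOX-A9 DNA (50 nM solution) followed, 30 min, then polarization read.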
S-ASM inh: Inhibitors of Secretory Acid Sphingomyelinase (S-ASM): qHTS | Sphingomyelin phosphodiesterase (Homo sapiens), P17405 | placental ASM, HMU-PC fluorogenic substrate, 60 min | Potency, µM (top dose mostly 57.5 µM), for the others: at the top dose activity change, negative = inhibition, usual class: inhibitors | 0.006% of 340,000 active | AID 504937, 2011; note: potency is the fitted concentration of half-maximal effect
Target sequence (P17405 47-631 limits assumed): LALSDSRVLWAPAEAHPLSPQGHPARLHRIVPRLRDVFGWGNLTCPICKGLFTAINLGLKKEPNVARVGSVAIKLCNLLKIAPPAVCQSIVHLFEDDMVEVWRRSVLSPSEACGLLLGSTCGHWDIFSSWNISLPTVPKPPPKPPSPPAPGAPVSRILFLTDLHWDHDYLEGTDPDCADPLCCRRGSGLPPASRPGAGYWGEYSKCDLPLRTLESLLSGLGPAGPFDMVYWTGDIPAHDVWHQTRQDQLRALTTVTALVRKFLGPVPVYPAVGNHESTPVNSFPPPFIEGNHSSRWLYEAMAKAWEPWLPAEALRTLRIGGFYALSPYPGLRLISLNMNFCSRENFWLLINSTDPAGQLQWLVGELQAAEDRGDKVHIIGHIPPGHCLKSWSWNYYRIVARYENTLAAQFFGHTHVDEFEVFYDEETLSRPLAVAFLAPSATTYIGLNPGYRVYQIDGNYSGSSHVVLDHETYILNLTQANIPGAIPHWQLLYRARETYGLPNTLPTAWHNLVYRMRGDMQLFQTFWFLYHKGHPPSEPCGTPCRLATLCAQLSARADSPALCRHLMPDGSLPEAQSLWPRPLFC
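HMU-PC0 cleavage (9 uM final) by human placental ASM, 60 min at 37 °C following 10 min compound exposure at RT; stopped at pH 10, fluorescence Ex 386/Em 447 nm.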
MBNL1-CUG inh: qHTS Assay for Inhibitors of MBNL1-poly(CUG) RNA binding; Potency, µM (top dose mostly 57.5 µM), inactives show at the highest dose activity change, negative = inhibition, usual class: inhibitors; Muscleblind-like protein 1 (Homo sapiens), Q9NR56; 0.036% of 280,000 active; TR-FRET MBNL1-His/biotin-(CUG)12 binding, 665/545 ratio; active = well fitted inhibition curve with a large enough effect in the signal ratio, with a control signal flat, not every such curve was filed as active; inconclusive = small, poorly fitted or top-dose-only effect, or effect the other way, or a change in a side signal; inactive = no such curve, though single readings can be large or run the other way; the % refers to the signal ratio; note: potency is the fitted concentration of half-maximal effect; % is set by controls: 0 for no effect and ±100 for the full control effect
Target sequence (Q9NR56 whole entry, looked up): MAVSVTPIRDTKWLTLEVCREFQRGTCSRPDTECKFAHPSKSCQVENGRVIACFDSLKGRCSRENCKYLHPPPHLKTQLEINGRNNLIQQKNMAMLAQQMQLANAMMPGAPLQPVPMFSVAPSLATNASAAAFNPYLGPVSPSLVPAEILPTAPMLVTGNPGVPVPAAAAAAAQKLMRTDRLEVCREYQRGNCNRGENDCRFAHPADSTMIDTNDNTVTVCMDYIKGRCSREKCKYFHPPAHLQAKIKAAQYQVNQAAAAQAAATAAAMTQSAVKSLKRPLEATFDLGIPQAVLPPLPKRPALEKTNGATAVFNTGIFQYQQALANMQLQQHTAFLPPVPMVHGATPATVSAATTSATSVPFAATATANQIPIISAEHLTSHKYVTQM
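MBNL1-His + Biotin-(CUG)12, cpd titration 92 nM–58 uM; Tb anti-His Ab 0.055 ng/ul, SA-XL665 5 nM (final); 60 min RT; ratiometric 665/545 nm, Ex 340 nm; normalized to buffer and full-complex controls.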
TSHR antagonist: Antagonists of the Thyroid Stimulating Hormone Receptor: HTS campaign | Thyrotropin receptor (Homo sapiens), P16473 | TSHR-expressing cells, TSH-stimulated cAMP HTRF, 2 h; hits give low values | activity change, negative = inhibition, % at 11.5 µM | 0.2% of 330,000 active;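 active = activity change below a set negative limit, meaning inhibition stronger than a set level, cut at about -70% in these data; inconclusive = activity change between two set negative limits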; note: % is set by controls: 0 for no effect and ±100 for the full control effect
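Competitive HTRF cAMP read-out (cryptate anti-cAMP antibody, cAMP-d2; 30 min, room temperature) in freshly harvested TSHR cells. Compounds added before TSH at EC80 (4nM final), followed by 2 hours' incubation at 37 deg C.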
AT treatment: qHTS Assay for Identifying a Potential Treatment of Ataxia-Telangiectasia. […] A-T fibroblasts, KAP-1 phosphorylation AlphaLISA; neocarzinostatin DNA damage 30 min before lysis. Potency, µM (top dose mostly 57.5 µM), without a hit: top-dose activation, hits mostly activators. 0.19% of 320,000 active; note: potency is the fitted concentration of half-maximal effect; % of control where 0% means no effect; nearly all actives have a fitted effect of over 45% in size
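hTERT-immortalized A-T patient fibroblasts ([…]), 500 cells/well in OPTI-MEM, 1% FBS, got compounds for 60 min, then NCS for 30 min at 37C. Lysates were then assayed for phospho-KAP-1 by AlphaLISA (anti-pKAP1 donor, anti-KAP1 acceptor beads), 6 hr at 25C.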
Mito fusion act: qHTS Assay for Small Molecule Inhibitors of Mitochondrial Division or Activators of Mitochondrial Fusion; Potency, µM (highest dose often 46.1 µM), inactives show at the top dose growth rescue (activation), most hits filed as activators; 0.23% of 320,000 active; S. cerevisiae fusion-defective mutant growth rescue, CellTiterGlo 48 h;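 note: potency is the fitted concentration of half-maximal effect; % of control where 0% means no effect; nearly all actives have a fitted effect of over 45% in size; temperature-sensitive fusion mutants such as fzo1-1 at 37 °C on non-fermentable ethanol glycerol medium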
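Growth-rescue viability read-out: after 48 h at the non-permissive 37C in glycerol/ethanol YPEG, yeast mitochondrial fusion mutants are measured by CellTiterGlo luminescence; compounds (23 nl pinned per well) restoring growth score as division inhibitors or fusion activators.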
a7 integrin act: qHTS for Activators of Integrin-Mediated Alleviation for Muscular Dystrophy; alpha7betagal myoblasts, beta-gal FDG fluorescence, 48 h; Potency, µM (titrated, usually from 38.3 µM), for inactives: at the highest dose activation, actives largely listed as activators; 0.064% of 350,000 active; AID 624291, 2012;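 note: potency is the fitted concentration of half-maximal effect; 100% = response of the positive control SU9516; nearly all actives have a fitted effect of over 60% in size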
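Alpha7betagal+/- myoblasts (passage 13) were plated 16-24 hr, then exposed to compounds (1:260 dilution of DMSO stock) for 48 hours at 37C. After MPER lysis, β-galactosidase reporter activity was read as FDG fluorescence (ex 480/em 540) after 30 minutes.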
Active calls of the source: *; ? = inconclusive; · = not tested or not shown; & = joins results of further samples; [ ] = dose if it differs, or a comment. Unless noted, calls come from the whole dose curve; as a rule, active = well fitted curve in the direction sought with a large enough effect; inconclusive = small, poorly fitted or top-dose-only effect, or another doubt; inactive = no such curve, though single readings can be large; an effect the other way counts as inactive or inconclusive. This is a subset. The share of hits here may be higher or lower than overall.

Each structure is followed by: MLL CXXC-DNA inh | TSG101-PTAP inh | TCR activator | Menin-MLL TR inh | AT treatment | Mito fusion act | TSHR antagonist | MBNL1-CUG inh | S-ASM inh | a7 integrin act
Cc1ccc2c(c1)C(=O)CC1(CCCCCC1)O2
    7% | -1% | -21% | · | ? | 9% | 4 | 6% | 6% | 21%
Cc1ccc(-c2csc3ncnc(NCCC(=O)O)c23)cc1C
    -18% | -3% | 4% | 0% | 2% | -26% | -13 | 4% | 5% | -23%
CCOc1cccc(-c2c(C(=O)N/N=C/c3sccc3C)nnn2-c2nonc2N)c1
    0% | -1% | 0% | · | -8% | -1% | -11 | 8% | -8% | -34%
Cn1c(N)c(C(=O)COC(=O)CCC2CCCC2)c(=O)n(C)c1=O
    13% | -14% | 2% | -1% | 13% | -3% | 21 | · | -3% | 30%
Cc1csc(=O)n1CC(=O)OCc1nnc(-c2ccc(Cl)cc2)o1
    · | 0% | 1% | · | -10% | -2% | 0 | · | 0% | 13%
Cc1cccc(-n2cnc(C(=O)NNC(=S)Nc3ccc(Cl)cc3)c2)n1
    0% | -5% | -2% | ? | -11% | -3% | 5 | · | -2% | -18%
CCOC(=O)c1cccc(OC(=O)CCNC(=O)c2ccc(Cl)cc2)c1
    · | -1% | 1% | · | 0% | 4% | -25 | · | -1% | -12%
CCCCOC(=O)c1ccc(NC(=O)CSc2nncn2C)cc1
    3% | -1% | 1% | -4% | -6% | -2% | -5 | -4% | 4% | -1%
CC(=O)Nc1ccc2c(c1)C(=O)c1ccccc1C2=O
    8% | -4% | 3% | 32%[activator] | 5% | 7% | 3 | ? | -3% | 16%
O=[N+]([O-])c1ccc(N2CCN(C(=S)NC3CCCCC3)CC2)cc1
    -1% | -4% | 22% | 21% | -10% | -5% | -16 | ? | -8% | -31%
COc1ccc(NC(=S)N2CCN(C(=O)C3CCCO3)CC2)c(OC)c1 (configuration not stated)
    2% | 1% | 1%[46.1 µM] | -4% | 6% | 1% | 0 | -4% | 3% | 7%
CC(=O)N1CCc2cc(S(=O)(=O)NC(C(=O)N3CCN(c4ccccc4F)CC3)C(C)C)ccc21 (configuration not stated)
    · | -2% | 12% | · | · | · | · | · | -1% | -13%
Cc1[nH]c(N)nc(=S)c1CCCNc1ccccc1
    · | 5% | -4% | · | · | · | · | · | 8% | -37%
CC(NC(=O)COC(=O)c1ccc(CO)cc1)C1CC2CCC1C2 (configuration not stated)
    · | 0% | -1% | · | 2% | 5% | -9 | · | -1% | -5%
CCOC(=O)N1CCN(C(=O)c2cnc(Nc3ccccc3OC)c3ccccc23)CC1
    -7% | -2% | -7% | -8% | 0% | 3% | 3 | 0% | 29% | -10%

(cont.)
Each structure is followed by: MLL CXXC-DNA inh | TSG101-PTAP inh | TCR activator | Menin-MLL TR inh | AT treatment | Mito fusion act | TSHR antagonist | MBNL1-CUG inh | S-ASM inh | a7 integrin act
COc1c(F)c(F)c(C(=O)Nc2ccc(-c3nc4ccccc4[nH]3)cc2)c(F)c1F
    -22% | 1% | -2% | 20% | -4% | ? | -8 | 11% | 6% | -33%
C=CCn1c(C)csc1=Nc1ccc(C(=O)O)cc1
    1% | -3% | -10% | 5% | -14% | 4% | 8 | -1% | 1% | -30%
CCN=C(NCC)SC1CC(=O)N(c2cccc(OCC)c2)C1=O (configuration not stated)
    20% | -1% | 3% | -1% | 8% | -7% | -3 | 1% | -3% | 3%
CCc1ccc(OCC(=O)Nc2cccc3nsnc23)cc1
    12% | -10% | 1% | -3% | 11% | 30% | -3 | -13% | 102%[activator] | 8%
COc1ccc(C(C(=O)NCC2CCCO2)N(Cc2ccco2)C(=O)c2snc(C(N)=O)c2N)cc1OC (configuration not stated)
    0% | -5% | -1% | · | 2% | 1% | -8 | 11% | 133%[activator] | -21%
CC1(C(=O)N(CC(=O)NC2CCCC2)Cc2ccco2)CC(=O)N=C2C=CC=CN21 (configuration not stated)
    -5% | -2% | -2% | 19% | -6% | -4% | 1 | -11% | 22% | 3%
Oc1ccccc1C1N=C(c2ccccc2)NC(c2ccccc2)=N1
    7% | -7% | -32% | 9% | -1% | -7% | 29 | 3% | 1% | 2%
O=C(NCCCN1CCOCC1)C1Cc2c(ccc3ccccc23)O1 (configuration not stated)
    15% | 0% | 3% | -2% | -1% | -4% | 17 | 2% | 0% | 8%
O=C(Nc1ccc([N+](=O)[O-])cc1)Nc1cnccn1
    2% | -2% | 2% | · | 15% | -1% | -12 | ? | -1% | ?
COc1ccccc1/C=C/C=N/n1c(C2CCCCC2)n[nH]c1=S
    4% | -1% | 4%[46.1 µM] | 7% | -2% | -1% | -3 | -3% | -11% | -13%
Cc1ccc2c(CN3CCOCC3)cc(=O)oc2c1
    -6% | -1% | 2% | · | 3% | -2% | 0 | · | -1% | 7%
CCN1C(=O)[C@@H]2[C@@H](c3ccc(-c4ccccc4)cc3)N3CCCC[C@@]3(C(=O)OC)[C@@H]2C1=O
    · | 15% | -5% | · | 10% | ? | -37 | · | -9% | 7%
CCN1CCN(Cc2ccc(NC(=O)c3ccc(C)c(NC(=O)N4CCNC4=O)c3)cc2C(F)(F)F)CC1
    -3%&11% | -1%&-1% | -5%&0% | -5% | 11%&-6% | 2%&3% | -7&-10 | -16%&-3% | -2%&-1% | -14%&13%&-10%
O=C(CSc1nc2[nH]ncc2c(=O)n1-c1ccc(Cl)c(Cl)c1)NCc1ccccc1Cl
    15% | 0% | 4% | 20% | -6% | 5% | 30 | -3% | -8% | -21%
CCn1nnc(-c2ccccc2NC(=O)C(F)(F)F)n1
    -5% | -1% | 3% | 1% | -2% | 6% | 1 | -6% | 2% | -1%

Next part
Each structure is followed by: MLL CXXC-DNA inh | TSG101-PTAP inh | TCR activator | Menin-MLL TR inh | AT treatment | Mito fusion act | TSHR antagonist | MBNL1-CUG inh | S-ASM inh | a7 integrin act
Nc1ccccc1C#CC(=O)c1ccccc1
    13% | 0% | -19% | 23% | -14% | -37%[inhibitor] | -10 | 4% | -11% | -60%[inhibitor]
Cc1c(C(=O)c2ccc(Cl)cc2Cl)cnc2cc3c(cc12)OCO3
    0% | -8% | 2%[46.1 µM] | -6% | · | 13µM* | -23 | ? | -14% | 0%
COc1ccccc1C(=O)N(Cc1sccc1C)C1CCS(=O)(=O)C1 (configuration not stated)
    3% | -4% | 3% | 0% | 0% | 3% | -13 | -2% | 3% | -7%
O=C(CNC(=O)c1ccccn1)N=Nc1c(O)[nH]c2ccccc12
    38%[activator] | -8% | 5% | ? | -3% | -3% | -5 | ? | -13% | ?
O=C(NCCc1c[nH]c2ccccc12)C(=O)Nc1ccccc1
    7% | -9% | 3% | ? | 4% | -7% | -3 | -8% | -1% | 1%
COC(=O)c1ccc(OCC(=O)NC(C)(C)C)cc1
    -5% | 0% | 4% | 0% | -2% | -3% | 3 | 7% | -3% | 7%
COc1ccc(OC)c(S(=O)(=O)NC2CCSc3ccccc32)c1 (configuration not stated)
    0% | 0% | 12% | ? | -2% | -3% | 10 | -8% | 0% | 14%

Among those listed so far, these contain an aryl thioether with sulfur outside any ring.
Each structure is followed by: MLL CXXC-DNA inh | TSG101-PTAP inh | TCR activator | Menin-MLL TR inh | AT treatment | Mito fusion act | TSHR antagonist | MBNL1-CUG inh | S-ASM inh | a7 integrin act
CCCCOC(=O)c1ccc(NC(=O)CSc2nncn2C)cc1
    3% | -1% | 1% | -4% | -6% | -2% | -5 | -4% | 4% | -1%
O=C(CSc1nc2[nH]ncc2c(=O)n1-c1ccc(Cl)c(Cl)c1)NCc1ccccc1Cl
    15% | 0% | 4% | 20% | -6% | 5% | 30 | -3% | -8% | -21%
